Screens: PubChem BioAssay, Milwaukee Institute for Drug Discovery
HCV NS3h FP: blocks HCV NS3 helicase binding to DNA; inhibition, % at 100 µM; NS3h Cy5-dT15 DNA binding, fluorescence polarization; AID 687043; 1.6% of 16,000 active;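 active means inhibition above the average over every tested compound plus 3 SD, cut at about 40% in these data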
Cy5 interf NS3h: Cy5 fluorescence interference, HCV helicase counter-screen | Cy5-dT15 DNA with NS3h; actives lie on both sides; signal over control mean, under 1 quenches | fluorescence interference ratio at 100 µM | 6% of 16,000 active | AID 720488;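 active means compound fluorescence over control fluorescence at most 0.8, a quencher, or at least a set upper limit, an enhancer; inactive means ratio between 0.8 and the set upper limit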
Starred values were filed as active, the others as inactive.

SMILES	HCV NS3h FP	Cy5 interf NS3h
Cc1ccc(-n2c(C)cc(C=O)c2C)cc1C	11	1.1
CC(=O)Nc1ccc(NC(=S)NC(NC(=O)c2ccc(C)cc2)C(Cl)(Cl)Cl)cc1 (stereo not drawn)	6	0.67*
O=C(Nc1ccccc1)c1ccc(Cl)c(NC(=O)c2cccs2)c1	20	0.96
CS(=O)(=O)N1CCN(Cc2ccc(Cl)cc2)CC1	-14	1.1
COc1ccc(NC(=O)COc2cc(C)c(Cl)c(C)c2)cc1OC	0	1
CCOC(=O)c1[nH]cnc1C(=O)NCc1ccccc1	3	1
CC(=O)Oc1ccc(C)cc1N1C(=O)c2ccc(C(=O)O)cc2C1=O	2	1.2
Cc1ccc(C2CC(C(F)(F)F)n3nc(C(=O)N4CCN(C)CC4)c(Cl)c3N2)cc1 (stereo not drawn)	4	1.1
O=C(O)COc1ccc2c(=O)c(Oc3ccccc3Br)coc2c1	4	1.1
COc1ccc(-c2noc(-c3ccc(Cl)cc3Cl)n2)cc1	9	0.91
CCOC(=O)C1=C(O)/C(=C/c2cc(C)n(-c3cccc(Cl)c3)c2C)N=C1C	-7	1
C/C(=N/NS(=O)(=O)c1ccc([N+](=O)[O-])cc1)c1ccc(NC(=O)c2ccco2)cc1	7	1
COc1ccc(C(CC(=O)c2ccc(C)cc2)Nc2ccc(Cl)cc2)cc1OC (stereo not drawn)	1	0.96
O=C(Nc1ccc(Cc2ccncc2)cc1)c1cccs1	11	0.95
O=C(O)CCC(=O)Nc1cccc(Oc2ccc3c(c2)C(=O)N(c2cccc(NC(=O)CCC(=O)O)c2)C3=O)c1	14	1
COc1ccc(C(=O)NC(C(Cl)(Cl)Cl)S(=O)(=O)c2ccc(C)cc2)cc1OC (stereo not drawn)	2	1
CCC(C(=O)N1CCOCC1)c1ccccc1 (stereo not drawn)	-1	1.1
COc1ccc(/C=C2/SC(=S)N(CC(=O)Nc3ccc(F)c(Cl)c3)C2=O)cc1OC	-7	0.94
COc1ccc(-n2nc3cc(C)c(NC(=O)Cc4ccccc4)cc3n2)cc1	-4	0.92
Cc1nc(SCN2C(=O)c3ccccc3C2=O)n[nH]1	-4	1
O=C1CC(C2CCCO2)C(=O)N1c1ccc(Cl)cc1 (stereo not drawn)	3	1
COc1ccc(N=C(NOC(C)=O)c2ccc(Cl)cc2)c(OC)c1	10	0.73*
CCOc1cccc(/C=C2\SC(=O)N(c3ccccc3)C2=O)c1O	6	1
COC(=O)c1c(C)oc2ccc(OCC(=O)c3ccc(Br)cc3)cc12	-1	1
O=C1CC(c2cccc(Br)c2)c2cc(Br)c3ccccc3c2N1 (stereo not drawn)	11	1.1
CC(=O)N1CCN(c2ccc(NC(=O)c3cccs3)cc2)CC1	5	0.97
Cc1ccc2c(c1)c1c(n2C)C(=O)CCC1	2	1.1
CCOC(=O)c1ccccc1NC(=O)CN(c1ccc(OC)c(Cl)c1)S(=O)(=O)c1ccccc1	-4	1
CCn1c(C)[n+](CC)c2ccc([N+](=O)[O-])cc21	-3	0.98
COC(=O)c1ccccc1NC(=O)c1cc(Cl)ccc1Cl	22	1
O=C(COC(=O)C1CC(O)CN1C(=O)Oc1ccccc1)c1ccc(Cl)cc1 (stereo not drawn)	9	0.93
Cc1ccc(SCC(=O)Nc2cccc3ncccc23)cc1	16	1
CCOC(=O)c1ccc(NC(=S)NC(=O)/C=C/c2ccccc2)cc1	10	1
CCOCCOC(=O)c1ccc(NC(=O)COc2cc(C)cc(C)c2)cc1	2	0.96
O=C(NCC1CCCO1)c1ccc(I)cc1 (stereo not drawn)	8	0.9
C/C(=C\C(=O)c1ccc(C)cc1)Nc1ccc(I)cc1	3	1
O=C1c2ccccc2C(=O)N1/N=C\c1c(O)ccc2ccccc12	9	0.62*
C#Cc1cccc(N2C(=O)c3ccc(Oc4ccc([N+](=O)[O-])cc4)cc3C2=O)c1	17	1
CCOc1ccc(NC(=O)CSc2nc(C)cc(C)n2)cc1	6	1
O=C(COc1cccc([N+](=O)[O-])c1)Nc1cccc(-c2nc3ccccc3[nH]2)c1	-11	0.96
CCOc1cc(/C=C2\C(=O)N(c3cccc(C(=O)O)c3)N=C2C)ccc1O	8	1
CN1C(=O)/C(=C\c2cc(Cl)c(O)c(Cl)c2)SC1=S	22	1
O=C(/C=C/c1ccc(Cl)cc1)Nc1ccc(F)c([N+](=O)[O-])c1	-2	0.91
Cc1ccc(-c2nn(-c3ccccc3)cc2/C=C/C(=O)c2cccs2)cc1	18	0.96
O=C(CSc1ccccn1)Nc1ccccc1-c1ccccc1	18	0.91
Cc1ccc([N+](=O)[O-])cc1S(=O)(=O)N1CCOCC1	6	0.97
O=C(O)CCCCCN1C(=O)C(O)=C(C(=O)/C=C/c2ccccc2)C1c1ccccc1 (stereo not drawn)	2	1
CCCCOP(=O)(CP(=O)(OCCCC)OCCCC)CP(=O)(OCCCC)OCCCC	-13	0.88
O=C(/C=C/c1ccc(-c2ccc(Cl)cc2)o1)c1cccs1	4	0.97
CCOc1ccc(C(=O)Nc2ccc3oc(-c4ccccc4Br)nc3c2)cc1	4	0.92
New compounds follow
SMILES	HCV NS3h FP	Cy5 interf NS3h
COc1ccc(C2CC(=O)CC(=O)C2)cc1	7	1.1
CC12CC3(C)CC(C)(C1)CC(C(N)=O)(C2)C3	2	0.96
CC(=O)c1ccc(NC(=O)C2CC(=O)N(c3cc(C)ccc3C)C2)cc1 (stereo not drawn)	0	0.97
Cc1cc(I)ccc1NC(=O)/C=C/c1ccccc1Cl	3	1.1
Cc1cc(C(c2ccc(F)cc2)c2cc(C)c(NC(=O)c3ccccc3)c(C)c2)cc(C)c1NC(=O)c1ccccc1	8	0.92
Cc1ccc(C(C)C)c(OCC(=O)Nc2ccc(Cl)cn2)c1	30	0.87
N#Cc1ccccc1NC(=O)NS(=O)(=O)c1ccccc1Cl	-1	0.99
Cc1ccc(NC(=O)c2cccc(Cl)c2)cc1Cl	20	1
O=C(CCN1C(=O)S/C(=C/c2ccc(Cl)cc2)C1=O)Nc1ccc(S(=O)(=O)Nc2nccs2)cc1	-1	1
Cc1ccc(OCC(=O)NC2C3CC4CC(C3)CC2C4)c(Br)c1 (stereo not drawn)	12	0.9
CC(=O)N(C)N1c2ccccc2CCc2ccccc21	4	1.1
CCc1nc(C)cn1S(=O)(=O)c1ccc(Cl)c([N+](=O)[O-])c1	0	1
C=CCN1C(=O)CS/C1=N/N=C\c1cccc([N+](=O)[O-])c1	16	0.97
CCNC(=O)N1c2ccc(OC)cc2C(C)=CC1(C)C	6	1
C/C(CN1C(=O)c2ccccc2C1=O)=N/NC(=O)c1cccc(Cl)c1	-15	1
COc1ccc(C(=O)CSc2ncn(-c3ccccc3)n2)cc1	15	1
CCOC(=O)c1ccc(NC(=O)/C=C/c2ccc(Cl)cc2)cc1	13	1.1
C=C(C)c1cccc(C(C)(C)NC(=O)NCc2ccccn2)c1	7	0.99
Cc1ccnc(NC(=O)COc2cc(C)c(Cl)c(C)c2)c1	-8	0.98
C/C(=C\c1ccccc1)C(=O)Nc1c(C)n(C)n(-c2ccccc2)c1=O	-6	1
NC(=O)SCC(=O)Nc1cccc(Cl)c1	2	1
CCN1C(=O)/C(=C\c2cccc(O)c2)SC1=S	34	1
O=C1C(Cl)=C(Nc2ccc(F)cc2)C(=O)N1c1ccccc1	4	0.98
COC(=O)C(NC(=O)c1ccccc1)C12CC3CC(CC(C3)C1)C2 (stereo not drawn)	8	0.97
Cc1ccc(S(=O)(=O)N2CCN(CCNC(=O)C(=O)Nc3ccc(Cl)cc3)CC2)cc1	-3	0.99
c1ccc(N2N=C(c3ccco3)CC2c2cn(-c3ccccc3)nc2-c2cccnc2)cc1 (stereo not drawn)	-1	0.96
O=C1/C(=C\c2ccc(O)c(O)c2)SC(=S)N1c1ccc(F)cc1	-2	0.99
Cc1c(C)c2ccc(OCC(=O)N(C)C)cc2oc1=O	3	1
Cc1ccc(OCc2nnc(NC(=O)c3ccco3)s2)cc1	10	1
COc1ccc(C(=O)Nc2ccc(N3CCN(C(C)=O)CC3)cc2)cc1	10	1.1
O=C(CSc1nc2ccccc2[nH]1)Nc1ccc(/C=C/c2ccccc2)cc1	4	1
COc1cc(/C=C2/C(=O)NC(=O)N(c3cc(C)cc(C)c3)C2=O)cc(Br)c1OC	12	1.1
CC(=O)Nc1ccc(S(=O)(=O)NC(c2ccccc2)c2ccccc2)cc1	12	1.1
O=C(Nc1cccc2ccccc12)c1cnn2c1NC(c1ccc3c(c1)OCO3)CC2C(F)(F)F (stereo not drawn)	14	0.97
O=C(Nc1ccccc1)c1cccc(Cl)c1	7	1.1
COc1ccc(Cc2nnc(NC(=O)Nc3ccccc3)s2)cc1	7	1
COc1cc(/C=N\N2C(=O)c3ccccc3C2=O)c([N+](=O)[O-])cc1OC	26	0.83
COc1ccc(-c2noc(-c3ccc(Br)cc3)n2)cc1	3	1.1
COc1cc(C2Nc3ccccc3C(=O)N2c2ccc(Cl)cc2)ccc1O (stereo not drawn)	12	0.96
CC(=O)Nc1ccc(-c2ccc(NC(C)=O)c(Cl)c2)cc1Cl	3	1.1

Entries of single compounds from above:
CCOC(=O)c1ccc(NC(=S)NC(=O)/C=C/c2ccccc2)cc1 across the screens: HCV NS3h FP: 10; Cy5 interf NS3h: 1
Cc1ccc2c(c1)c1c(n2C)C(=O)CCC1 across the screens: HCV NS3h FP: 2; Cy5 interf NS3h: 1.1

Exported as labelled records: four of the compounds above
SMILES: COc1ccc(Cc2nnc(NC(=O)Nc3ccccc3)s2)cc1
  HCV NS3h FP: 7
  Cy5 interf NS3h: 1

SMILES: COc1cc(/C=N\N2C(=O)c3ccccc3C2=O)c([N+](=O)[O-])cc1OC
  HCV NS3h FP: 26
  Cy5 interf NS3h: 0.83

SMILES: COc1ccc(-c2noc(-c3ccc(Br)cc3)n2)cc1
  HCV NS3h FP: 3
  Cy5 interf NS3h: 1.1

SMILES: COc1cc(C2Nc3ccccc3C(=O)N2c2ccc(Cl)cc2)ccc1O (stereo not drawn)
  HCV NS3h FP: 12
  Cy5 interf NS3h: 0.96

More structures follow.
SMILES	HCV NS3h FP	Cy5 interf NS3h
COc1ccc(C(=O)N2CCN(c3ccc([N+](=O)[O-])cc3)CC2)cc1Cl	11	0.96
Cc1ccc(NC(=S)NC2CC(C)(C)NC(C)(C)C2)cc1	-2	0.98
CC(=C(C#N)C#N)c1ccc2c(c1)OCCO2	2	0.97
Cc1cc(C)c(-c2nn(-c3ccccc3)cc2C=O)c(C)c1	0	0.87
CC(C)(C)NC(=O)/C(=C\c1cccs1)NC(=O)c1ccccc1	3	1
NC(=O)c1ccc(NC(=O)c2ccccc2[N+](=O)[O-])cc1	-7	0.97
CC(C)C(=O)NC(c1ccc(N(C)C)cc1)c1ccc2cccnc2c1O (stereo not drawn)	-6	1
COc1ccc(CN2CCN(Cc3ccc(C(F)(F)F)cc3)CC2)c(OC)c1	-6	1.1
Cc1nnc(NC(=O)Nc2ccc(Cl)c(Cl)c2)s1	-1	1.1
CC(C)(C)C(=O)COc1ccc2c(-c3ccccc3)cc(=O)oc2c1	14	0.94
CC(C)c1ccc(CNC(=O)CSCC(=O)Nc2ccc3ccccc3c2)cc1	6	1
O=C1c2ccc(-c3ccc4c(c3)C(=O)N(c3ccccn3)C4=O)cc2C(=O)N1c1ccccn1	4	0.97
O=c1c2ccccc2nc(-c2ccco2)n1-c1cccc2ccccc12	16	0.96
CCOC(=O)COc1c(Cl)cc(C=C2C(=O)NC(=S)NC2=O)cc1Cl	26	0.95
Cc1ccc(N2C(=O)C(=O)C(=C(O)c3ccccc3)C2c2ccc(O)cc2)cc1Cl (stereo not drawn)	1	0.95
CC1(C)CC(=O)c2c(oc3ccc(NS(=O)(=O)c4ccc(Cl)cc4)cc23)C1	0	1.1
OCc1ccc(-c2cccc(Cl)c2)o1	11	0.98
Cc1ccc(C(=O)NC(NC(=S)Nc2cc(C)ccc2C)C(Cl)(Cl)Cl)cc1 (stereo not drawn)	3	0.64*
COc1ccc(CCn2c(O)c(C3=c4ccccc4=NC3=O)sc2=S)cc1OC	8	1.1
COc1ccccc1Oc1ccccc1C(=O)O	7	0.84

The final 2 records of the section above come first, to join the parts.
SMILES	HCV NS3h FP	Cy5 interf NS3h
COc1ccc(CCn2c(O)c(C3=c4ccccc4=NC3=O)sc2=S)cc1OC	8	1.1
COc1ccccc1Oc1ccccc1C(=O)O	7	0.84
CCCCOC(=O)c1cccc(-c2ccc(/C=C3\C(=O)N(c4ccc(S(N)(=O)=O)cc4)N=C3C)o2)c1	-1	1
Cc1ccc(-c2ccccc2)n1-c1ccc(C(=O)NN)cc1	11	1
Cc1ccc2[nH]c(C)c(CN3CC(C)OC(C)C3)c(=O)c2c1 (stereo not drawn)	-4	1
O=C(O)/C(=C\c1ccccc1)NC(=O)c1ccccc1	1	1.1
COc1ccc(CCNc2cc(N3CCN(CCO)CC3)ccc2[N+](=O)[O-])cc1OC	0	1
O=C1c2cccc3cccc(c23)C(=O)N1CCOc1ccccc1	25	0.99
COc1ccc(C(=O)/C=C/Nc2cccc(C(F)(F)F)c2)cc1	11	1.1
c1ccc(COc2ccc3c(c2)c2c4c(nccn43)CCC2)cc1	-7	1.1
COc1ccc(CCNc2cc(N3CCN(C)CC3)ccc2[N+](=O)[O-])cc1OC	46*	0.98
CCOC(=O)C1=C(c2ccccc2)NC(=S)NC1c1ccc(SC)cc1 (stereo not drawn)	15	0.97
CCP(=O)(CC)CCP(=O)(c1ccccc1)c1ccccc1	-3	1
COc1ccc(Cl)cc1C(=O)Nc1sc2c(c1C(N)=O)CCC(C)C2 (stereo not drawn)	2	1.1
CC1=C(C(=O)OCC2CCCO2)C(c2ccsc2)C2=C(CCCC2=O)N1 (stereo not drawn)	4	1
